Myeloid diff 2 – compounds promoting myeloid differentiation; calls only at 10 µM; 360,000 tested, 1% active; ER-HoxA9 myeloid progenitors, lysozyme-GFP differentiation, flow cytometry;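 active = normalized GFP-positive differentiation at or above the plate's own cutoff, the solvent-only control mean plus 3 SD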;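 note: cells exposed to compound for four days before flow analysis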
Lipid droplet – modulators of hepatic lipid droplet formation | inhibition, % at 6.5 µM | AID 1656 | 240,000 tested, 0.4% active | AML12 mouse hepatocytes, oleate lipid droplets, BODIPY imaging;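 active = lipid droplet intensity inhibited by at least 50%, with more than 500 cells counted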
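Assay system: AML12 mouse liver cells | Compound: 6.5 µM single-point dosing | Schedule: Overnight exposure | Technique: Fluorescence imaging, 20x objective, two fields per well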
b-catenin transl – beta-catenin nuclear translocation modulation. nuclear translocation activity, % at 5 µM. 190,000 tested, 0.3% active. HeLa beta-catenin nuclear translocation, immunofluorescence imaging. AID 1665;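 active = nuclear translocation activity above 50% at 5 µM, with a well cell count of 50 or more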;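 note: per-cell ratio of nuclear to cytoplasmic median beta-catenin stain intensity; plate controls were DMSO negative control for no effect and GSK-3 inhibitor IX positive control for full effect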
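test system = HeLa cells, endogenous beta-catenin | dosing = single 5 µM dose plus 0.02–20 µM confirmation series | times = compound treatment 24 h, 37°C, 5% CO2 | technique = beta-catenin immunofluorescence imaging with DAPI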
PMI inhibitors – inhibitors of human PMI, primary screen, biochemical, fluorescence intensity, coupled assay (AID 1209); purified PMI enzyme, coupled fluorescence intensity; higher % means a stronger effect; inhibition, % at 20 µM, or IC50 in µM where a hit was titrated; 190,000 tested, 0.42% active; in the data active = inhibition above about 50%;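 note: plate controls were DMSO vehicle for no effect and wells lacking substrate for full effect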
TNAP activation fold – human TNAP enzyme activators, primary screen, biochemical, luminescent, no phosphate acceptor, uHTS (AID 1001); purified TNAP, luminescent activation assay, no phosphate acceptor; higher activation fold means a stronger effect; activation fold at 20 µM, or EC50 in µM where a hit was titrated; 200,000 tested, 0.03% active; in the data active = activation fold from about 3, or a potency from the dose series; inactive = the rest, 99 in 100 with activation fold below about 1.6; note: many of its hits are not listed in these tables
Ins promoter up – MIN6 insulin promoter up-regulation; MIN6 insulin promoter-GFP reporter, high-content imaging; hits give high values; z-score at 5 µM; 190,000 tested, 0.3% active; AID 1625;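 active = z-score above 3 at 5 µM with at least 500 cells counted in the well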
Dynein cargo inh – blocks dynein driven cargo transport along microtubules | 3617.4 mouse cells, GR-EGFP nuclear translocation imaging; test concentration mostly 20 µM; stimulated with dexamethasone, 1 µM; hits give low values | z-score, hits read low | 220,000 tested, 0.47% active | AID 1381;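 active = plate z-score of nuclear minus cytoplasmic receptor signal below a set negative limit, without overly bright fluorescence or cell loss, cut at about -3.5 in these data, passing the limit was not always enough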;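 note: z-score of nuclear minus cytoplasmic ring GR-EGFP intensity difference per well; some compounds called inactive have numbers as strong as hits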
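Also added – dexamethasone, 1.0 µM final · Buffer or medium – tet-free, stripped-serum medium · Schedule – induction 48 h, compound 1 h, agonist 30 min · Detection – formaldehyde fixation, Hoechst nuclear stain, 10x automated fluorescence imaging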
T cell modulator – T cell immune modulation candidate; 2C CD8+ T cell-vesicle binding, flow cytometry; hits give low values; calls only at 7 µM; 330,000 tested, 0.068% active;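 active = response, share of CD8 T cells binding vesicles, and their 90th percentile fluorescence all below set limits, cut at about 80% in these data, passing the limit was not always enough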
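Also added: QL9-peptide-loaded Drosophila micro-vesicles bearing Ld, ICAM-1 and B7-1; Test system: purified 2C TCR transgenic mouse naive CD8+ T cells; Measured by: cytometric PE anti-B7-1 and Alexa647 anti-CD8 signals after 1% paraformaldehyde fixation; Timing: binding step 1.5 h, 37 °C, antibody labelling 20 min, ice.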
MT stabilize HCS – stabilizes microtubules in HeLa cells; HeLa tubulin immunostaining HCS, 24 h; share of cells brighter than vehicle mean+2SD; 200,000 tested, 0.83% active; % tubulin-high responders, % at 10 µM;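 active = plate Z-score above 3 for both tubulin-high and condensed-nucleus cell shares, with cell loss under 80%, at 10 µM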;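 note: anti alpha tubulin signal scored within the nucleus-defined area of each cell; some results filed as inactive read as strong as hits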
Dynein cargo inh cytoplasmic EGFP – second read-out of Dynein cargo inh, no call of its own (marks repeat the call); z-score; measured here: cytoplasmic GR-EGFP intensity; hits give high values
Dynein cargo inh nuclear GR-EGFP – also measured in Dynein cargo inh; calls as there; z-score; measured here: nuclear GR-EGFP intensity;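 lower value marks the stronger effect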
Dynein cargo inh cell count – further read-out of Dynein cargo inh, marked with its call; z-score; measured here: cell count per field
Ins promoter up cell count – recorded beside Ins promoter up, whose call it bears; cell count; measured here: cytotoxicity, nuclei count;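 total cells summed across four imaged fields per well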
Lipid droplet cells 6.5 µM – further read-out of Lipid droplet, marked with its call; cell count; measured here: cell count, cytotoxicity flag;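 cells counted across two imaged fields per well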
b-catenin transl cell count 5 µM – also measured in b-catenin transl; calls as there; cell count; measured here: cell count, cytotoxicity flag
T cell modulator vesicle-bound % – further read-out of T cell modulator, marked with its call; double positive events, %; measured here: CD8+ vesicle-bound cell fraction;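 binding gate set so that unloaded-vesicle control wells show 10% double positive cells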
MT stabilize HCS Hoechst-high % – also measured in MT stabilize HCS; calls as there; % Hoechst-high responders; measured here: nuclear condensation Hoechst responders;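 share of cells brighter than vehicle mean plus two SD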
MT stabilize HCS cytotoxicity % – recorded beside MT stabilize HCS, whose call it bears; toxicity, %; measured here: cytotoxicity by cell density;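 0% = mean cell density of plate MIN control wells and 100% = no cells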
Myeloid diff 2 GFP+ MAC1+ % – recorded beside Myeloid diff 2, whose call it bears; GFP+ MAC1+ double positive, %; measured here: differentiation confirmed by MAC1 staining
* marks the source's active call; other numbers are inactive results; i = inactive; . = no result given. Not a hit list; overall some 3% were active at least once.

SMILES | Myeloid diff 2 | Myeloid diff 2 GFP+ MAC1+ % | Lipid droplet | Lipid droplet cells 6.5 µM | b-catenin transl | b-catenin transl cell count 5 µM | PMI inhibitors | TNAP activation fold | Ins promoter up | Ins promoter up cell count | Dynein cargo inh | Dynein cargo inh cytoplasmic EGFP | Dynein cargo inh nuclear GR-EGFP | Dynein cargo inh cell count | T cell modulator | T cell modulator vesicle-bound % | MT stabilize HCS | MT stabilize HCS Hoechst-high % | MT stabilize HCS cytotoxicity %
COc1ccccc1C(=O)Nn1cnc2ccccc2c1=O | i | 7.0 | . | . | -0.1 | 1401 | -7% | 1 | -0.27 | 1555 | 0.41 | -0.51 | 0.18 | 0.43 | i | 18 | 3.2 | 1.9 | 9.4
CN(C)CCCNC(=O)/C(=C\c1ccc(-c2cccc([N+](=O)[O-])c2)o1)NC(=O)c1ccccc1 | i | 0.8 | 3 | 740 | -0.2 | 1588 | 6% | 1 | -0.56 | 1009 | 0.013 | -0.15 | 0.14 | 0.72 | i | 25 | 1.7 | 2.7 | 8.3
O=C(COC(=O)CCCNC(=O)c1ccc(Cl)cc1)NC1CC1 | i | 1.0 | . | . | -2.2 | 1405 | -5% | 1 | 1.9 | 1369 | -0.16 | -0.21 | 0.088 | 0.58 | i | 42 | 1.8 | 1.8 | 11
Nc1nc(SCC(=O)Nc2ncc(C(F)(F)F)cc2Cl)n[nH]1 | i | 1.0 | 1 | 697 | 5.9 | 835 | -10% | 1.3 | 0.65 | 1700 | -0.46 | -0.2 | -0.1 | 0.25 | i | 32 | 1.8 | 1.3 | 7.3
CC(C)(C)C1CCC(=NNS(=O)(=O)c2ccc(Br)cc2)CC1 (stereo not drawn) | i | 1.8 | -14 | 741 | 0.9 | 1175 | -42% | 1 | . | . | -0.47 | -0.071 | 0.15 | -1.2 | i | 35 | 2.9 | 2.0 | 4.6
CCN(CC)S(=O)(=O)c1cc([N+](=O)[O-])ccc1N=Nc1c(O)[nH]c2ccccc12 | i | 0.7 | 2 | 660 | -0.1 | 1014 | 5% | 0.9 | . | . | -0.16 | -0.3 | -0.21 | 0.59 | i | 37 | 2.6 | 2.6 | 4.4
CCOc1ccc(C(=O)CCC(=O)NC(C)C(=O)OC)cc1 (stereo not drawn) | i | 0.4 | -8 | 721 | -2.0 | 1058 | 0% | 1.2 | 0.03 | 1206 | 0.68 | -0.31 | 0.77 | -1 | i | 4 | 1.6 | 2.5 | 4.6
COCCN1C(=O)C(=O)/C(=C(/O)c2cccc(OC)c2)C1c1ccco1 (stereo not drawn) | i | 1.5 | . | . | . | . | 15% | 1.1 | . | . | -0.042 | -0.2 | -0.18 | -0.24 | i | 45 | 3.0 | 1.7 | 3.5
CCCNC(=O)CCc1cc(C(C)(C)C)c(O)c(C(C)(C)C)c1 | i | 0.7 | 0 | 650 | 1.4 | 1098 | 15% | 1.1 | -0.63 | 836 | -0.24 | -0.19 | -0.11 | -0.021 | i | 49 | 5.4 | 3.3 | 4.4
COc1ccc(N(CC(=O)Nc2nccs2)S(=O)(=O)c2c(C)nn(C)c2C)cc1 | i | 0.7 | . | . | -1.0 | 1154 | -8% | 0.9 | -0.78 | 970 | -0.5 | -0.26 | -0.29 | 0.58 | i | 35 | 2.4 | 3.1 | 7.6
O=C(c1cc(-c2ccc(Cl)cc2)n(-c2cc(Cl)ccc2Cl)n1)N1CCOCC1 | i | 0.9 | . | . | 0.5 | 1287 | 8% | 1 | -0.03 | 1708 | 0.92 | -0.1 | 0.52 | -0.16 | i | 58 | 1.4 | 1.4 | 7.1
O=C(NCCc1ccc(Cl)cc1)Nc1ccc(Cl)cc1 | i | 0.6 | 17 | 768 | 0.6 | 1309 | . | . | -0.04 | 1125 | 0.67 | -0.15 | 0.33 | -0.18 | i | 30 | . | . | .
CCOc1nc(NCc2ccco2)nc(Nc2ccc(OC)cc2)n1 | i | 1.0 | -18 | 777 | 0.1 | 1090 | 13% | 1.1 | 0.71 | 820 | 0.086 | -0.2 | 0.37 | -0.8 | i | 61 | 1.5 | 1.0 | 3.6
CCC(C)c1ccccc1NC(=O)C(C)NCCN(C)C (stereo not drawn) | i | 0.8 | 1 | 697 | -1.2 | 1273 | . | . | 0.25 | 1139 | 0.51 | -0.26 | 0.17 | -0.033 | i | 43 | . | . | .
Cc1cc(NC(=O)c2c(-c3ccccc3Cl)noc2C)no1 | . | . | . | . | -4.3 | 793 | -5% | 1.1 | 0.72 | 1215 | 0.2 | -0.22 | 0.47 | 0.1 | i | 26 | 2.7 | 3.0 | 21
Oc1ccccc1NCC(O)Cn1ccc2ccccc21 (stereo not drawn) | i | 2.6 | . | . | -1.2 | 1229 | 27% | 1.2 | 0.97 | 1076 | -2.7 | 1.7 | -0.84 | 0.43 | i | 44 | 1.7 | 1.3 | 12
CCCN1Cc2cccc(C(=O)Nc3ccc(CC)cc3)c2C1=O | i | 2.3 | 15 | 753 | . | . | 7% | 1.2 | -0.34 | 885 | -1.3 | -0.14 | -0.76 | 0.91 | i | 33 | 1.2 | 1.5 | 6.5
COc1ccccc1-c1c(C)nn2c(N3CCC4(CC3)OCCO4)cc(C)nc12 | i | 0.4 | -2 | 665 | -0.5 | 1079 | 21% | 1.1 | -0.02 | 1175 | 0.11 | -0.2 | 0.39 | -0.9 | i | 26 | 2.9 | 1.3 | 6.1
Cn1c(C(=O)NCc2cccnc2)cc2sc(Cl)cc21 | i | 0.2 | -10 | 727 | 6.7 | 1131 | 6% | 1 | 0.19 | 1278 | 2 | -0.019 | 2 | -2.1 | i | 7 | 3.2 | 1.4 | 3.5
COc1ccc(CNC(=O)c2cnc3scc(C)n3c2=O)cc1 | i | 1.2 | -5 | 588 | -0.3 | 1022 | 14% | 1 | 1.7 | 1624 | 0.71 | -0.16 | 0.5 | -0.11 | i | 26 | 2.0 | 3.1 | 9.1
O=C1NC(=Nc2ccccc2)S/C1=C\C=C\c1ccco1 | i | 0.2 | -22 | 519 | 4.4 | 751 | -5% | 0.4 | -0.24 | 1208 | 0.068 | 0.057 | 0.31 | -1.9 | i | 41 | 17* | 29* | 17*
O=C1CC(N2CCC(c3nc4ccccc4[nH]3)CC2)C(=O)N1c1ccccc1F (stereo not drawn) | i | 0.1 | 0 | 581 | 0.6 | 1058 | -4% | 1.2 | 0.03 | 1627 | -0.4 | -0.27 | -0.0062 | 0.61 | i | 63 | 2.7 | 1.6 | 4.0
COc1ccc(CN(Cc2ccc(OC)cc2)C(=O)c2cccs2)cc1 | i | 0.3 | -12 | 664 | -1.2 | 1055 | . | . | 1.3 | 1387 | -0.59 | -0.26 | -0.49 | 0.82 | i | 51 | . | . | .
CCCC(=O)Nc1sc(C)c(C)c1C(=O)Nc1cccc(C)c1 | i | 8.3 | . | . | -1.1 | 1352 | 2% | 1.1 | -0.09 | 1646 | 0.49 | -0.21 | -0.047 | 0.42 | i | 18 | 1.2 | 2.1 | 5.8
COC(=O)c1sccc1NC(=O)c1cc(-c2ccc(C)cc2C)nc2ccccc12 | i | 0.4 | . | . | -0.1 | 1340 | 13% | 1.1 | 0.48 | 1660 | -0.63 | -0.22 | -0.21 | -0.049 | i | 35 | 2.0 | 1.4 | 5.0
Cc1ccccc1NC(=O)NCCc1nc2ccccc2[nH]1 | i | 1.2 | 7 | 744 | . | . | 4% | 1.1 | -0.12 | 1224 | -0.55 | -0.25 | -0.021 | 0.42 | i | 34 | 2.6 | 1.7 | 8.4
Cc1cc2cc(C)c(NCCNC(=O)c3cccc(F)c3)nc2cc1C | i | 0.4 | -8 | 653 | 0.7 | 1539 | 11% | 1 | -0.71 | 1362 | 0.95 | 0.38 | 0.66 | -1.5 | i | 51 | 4.0 | 2.7 | 6.3
Cc1ccc2nc(SCC(=O)O)nc(C)c2c1 | i | 10 | 2 | 771 | -0.3 | 975 | -16% | 1.1 | 0.35 | 1159 | 0.28 | -0.15 | -0.53 | -0.31 | i | 9 | 2.4 | 1.5 | 11
O=C(c1cc(-c2ccccc2)nc2ccccc12)N1CCOCC1 | i | 9.8 | . | . | 2.2 | 1108 | 9% | 1.1 | . | . | 0.95 | -0.19 | 0.4 | -1.2 | i | 33 | 2.1 | 2.7 | 13
Cc1cc(C)n(-c2nc(NCCCN(C)C)c3c4c(sc3n2)CCCC4)n1 | i | 1.0 | -2 | 611 | -0.9 | 1367 | . | . | -0.63 | 775 | 0.87 | -0.23 | 0.54 | 0.46 | i | 59 | . | . | .
